From PubChem BioAssay
Coupling enz: coupling enzyme interference in Giardia aldolase counter-screen. hit rate 0.67% among 290,000. activity change, negative = inhibition, % at 58.2 µM, hits read low. coupling enzyme system counterscreen, AmpLite Red fluorescence; in the data active = activity change below about -30%; also: % is scaled to controls: 0 for no effect and ±100 for the full control effect
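Fluorescence at 525 nm excitation and 598 nm emission measured inhibition of the coupled detection system without aldolase. Compounds (at 57.5 uM final) were preincubated 10 min at room temperature with coupling enzyme reagent before a 20 min substrate/AmpLite Red step.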
KCNH2 3.1 block: KCNH2 3.1 (human) potassium channel inhibition | hit rate 0.95% among 340,000 | AID 720553 | activity change, % (tested at about 1.8 µM) | U2OS KCNH2 3.1, thallium flux FluxOr; stronger effect = lower value;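 active = maximum activity change below -70%; inconclusive = maximum activity change from -70% to -50%; inactive = maximum activity change above -50%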;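 also: thallium influx rate constant from kinetic fluorescence after stimulation buffer; % is scaled to controls: 0 for no effect and ±100 for the full control effect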
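Measured as rate of thallium-driven FluxOr signal in transduced U2OS cells carrying the 3.1 channel, read kinetically for 2 min upon stimulation; values are rate constants scaled to DMSO control wells.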
USP2a inh: inhibitors of human ubiquitin-specific protease USP2a; O75604; USP2 core, Ub-CHOP2 coupled fluorogenic reporter, 485/531; Potency, µM (highest dose often 38.3 µM), for the others: top-dose activity change, negative = inhibition, most hits filed as inhibitors; hit rate 0.01% among 330,000; AID 463254;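 also: potency is read from the fitted curve at half-maximal effect; plate controls were DMSO wells for no effect and full inhibition by NEM control for full effect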
Target sequence (O75604 whole entry, looked up): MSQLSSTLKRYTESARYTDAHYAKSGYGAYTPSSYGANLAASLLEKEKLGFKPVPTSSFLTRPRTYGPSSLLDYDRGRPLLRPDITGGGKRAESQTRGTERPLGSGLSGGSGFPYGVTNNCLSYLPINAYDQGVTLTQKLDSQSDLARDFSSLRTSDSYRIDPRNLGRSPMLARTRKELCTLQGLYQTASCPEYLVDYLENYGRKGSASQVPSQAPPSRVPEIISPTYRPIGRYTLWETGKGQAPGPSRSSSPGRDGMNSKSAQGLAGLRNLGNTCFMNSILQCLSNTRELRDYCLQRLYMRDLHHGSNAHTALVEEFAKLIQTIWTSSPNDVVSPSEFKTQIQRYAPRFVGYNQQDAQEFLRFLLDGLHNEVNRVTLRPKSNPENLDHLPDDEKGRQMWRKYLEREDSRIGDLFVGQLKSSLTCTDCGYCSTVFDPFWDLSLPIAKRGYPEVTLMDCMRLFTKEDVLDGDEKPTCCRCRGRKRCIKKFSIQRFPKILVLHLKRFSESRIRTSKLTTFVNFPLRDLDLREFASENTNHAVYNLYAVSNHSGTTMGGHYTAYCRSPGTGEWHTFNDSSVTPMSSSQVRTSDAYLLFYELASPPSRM
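USP2 core (10nM final) preincubated 30min RT with compound in 20mM Tris-HCl pH 8.0, 2mM CaCl2, 2mM beta-mercaptoethanol, 0.05% CHAPS; 25nM Ub-CHOP2 plus 25nM reporter substrate added, fluorescence (Ex485/Em531) read after 60min.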
GALK inhibitor: galactokinase (human) inhibition | Potency, µM (titrated, usually from 57.5 µM), inactives show top-dose activity change, negative = inhibition, most hits filed as inhibitors | AID 1868 | P51570 | Purified GALK, Kinase-Glo residual ATP luminescence | hit rate 0.007% among 270,000; also: potency is read from the fitted curve at half-maximal effect; % is scaled to controls: 0 for no effect and ±100 for the full control effect
Target sequence (P51570 whole entry, looked up): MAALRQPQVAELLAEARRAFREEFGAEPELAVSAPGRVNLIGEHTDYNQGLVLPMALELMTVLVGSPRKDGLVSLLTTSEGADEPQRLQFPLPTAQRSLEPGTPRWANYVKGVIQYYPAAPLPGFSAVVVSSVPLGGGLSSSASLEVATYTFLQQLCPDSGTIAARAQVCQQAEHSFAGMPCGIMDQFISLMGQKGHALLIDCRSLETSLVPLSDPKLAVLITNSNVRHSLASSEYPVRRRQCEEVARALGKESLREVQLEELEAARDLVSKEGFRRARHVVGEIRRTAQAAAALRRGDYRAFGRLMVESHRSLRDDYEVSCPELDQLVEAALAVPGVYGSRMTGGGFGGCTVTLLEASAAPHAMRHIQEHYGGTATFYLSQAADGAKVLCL
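Compounds were pin-transferred into ATP buffer (35 uM final), then GALK plus galactose (5 nM, 100 uM final) was added. After 1 h at room temperature, Kinase-Glo Plus was added and luminescence read after 10 min.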
TRPV1 agonist: agonists of human vanilloid receptor 1 (TRPV1); Q8NER1; TRPV1-expressing cells, Fluo-8 calcium influx, agonist mode; activation, % at 8.33 µM; hit rate 0.19% among 320,000; AID 540275; in the data active = activation above about 80%; inconclusive = between about 30% and that limit; also: 0% is about no effect
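Fluo-8 calcium influx in TRPV1-expressing cells, kinetic read (ex 480/em 520 nm). Compound added and read 3 min for agonist activity, followed by capsaicin at EC20 final and 2 min further read for enhancement.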
hERG WT inh: inhibitors of human wildtype KCNH2 potassium channel; hit rate 0.37% among 340,000; U2OS, BacMam KCNH2, thallium flux FluxOr; stronger effect = lower value; Q12809; AID 720551; activity change, % at 1.84 µM;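 active = maximum activity change below -70%; inconclusive = maximum activity change between -70% and -50%; inactive = maximum activity change above -50%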; also: % is scaled to controls: 0 for no effect and ±100 for the full control effect
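U2OS cells were transduced with wild-type KCNH2 virus (2.03 x 10^8 / mL) for 4 h at room temperature, then cultured overnight at 37 C. Thallium flux was read with FluxOr dye. Rate constants were normalized to DMSO controls.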
MLL CXXC-DNA inh: inhibitors of human MLL CXXC domain-DNA interaction | Q03164 | MLL-CXXC / FITC-HOXA9 DNA fluorescence polarization | Potency, µM (titrated, usually from 115 µM), for inactives: at the top dose activity change, negative = inhibition, usual class: inhibitors | hit rate 0.037% among 290,000; active = well fitted inhibition curve with a large enough effect in the polarisation, with a control signal flat, not every such curve was filed as active; inconclusive = small, poorly fitted or top-dose-only effect, or effect the other way, or a change in a side signal; inactive = no such curve, though single readings can be large or run the other way; the % refers to the polarisation; also: potency is read from the fitted curve at half-maximal effect
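Purified MLL-CXXC (added from a 7 uM solution) was preincubated 5 min at ambient with pinned compounds in 50 mM Tris-HCl pH 7.5, 50 mM NaCl, 1 mM DTT, 0.05% BSA. Fluorescein-labeled HOX-A9 DNA (50 nM solution) followed, 30 min, then polarization read.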
Menin-MLL TR inh: menin-MLL binding inhibition, Texas Red mutant peptide | O00255 | Menin + Texas Red MLL mutant peptide, fluorescence polarization | Potency, µM (series often up to 61.6 µM), for inactives: top-dose FP activity change, negative = inhibition, usual class: inhibitors | hit rate 0.23% among 270,000 | AID 1768; active = well fitted inhibition curve with a large enough effect in the polarisation, with a control signal flat, not every such curve was filed as active; inconclusive = small, poorly fitted or top-dose-only effect, or effect the other way, or a change in a side signal; inactive = no such curve, though single readings can be large or run the other way; the % refers to the polarisation; also: potency is read from the fitted curve at half-maximal effect; % of control where 0% means no effect; many of its hits are not listed in these tables
PKM2 activator: PKM2 (human) enzyme activation; P14618; purified PKM2, Kinase-Glo ATP luminescence, activation; response scale: 0% is enzyme alone, no compound; Potency, µM (titrated, usually from 57.5 µM), inactives show at the highest dose activation, usual class: activators; hit rate 0.34% among 260,000; AID 1631; also: potency is read from the fitted curve at half-maximal effect; % is scaled to controls: 0 for no effect and ±100 for the full control effect; nearly all actives have a fitted effect of over 55% in size
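Purified hPK-M2 (>95%) run at intermediate activity with 0.1 mM ADP and 0.5 mM PEP in 50 mM imidazole pH 7.2, KCl, MgCl2; 1 h room temperature. ATP formed read by Kinase-Glo luminescence; normalized to uninhibited and no-enzyme controls.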
Giardia killer: Giardia lamblia killing; Giardia lamblia trophozoite viability; activity change, % at 7.66 µM, hits read low; hit rate 0.15% among 340,000; AID 540267; in the data active = activity change below about -80%; inconclusive = between about -30% and that limit;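 also: parasites exposed to compound for two days anaerobically before the ATP read; % is scaled to controls: 0 for no effect and ±100 for the full control effect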
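Trophozoites 100 cells/well + cpd; 48 hrs, 37 deg C, anaerobic. ATPLite 1-Step added, 15-30 min RT, luminescence read (ATP-based viability).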
B2AR arrestin: recruits beta-arrestin to the human beta2-adrenergic receptor; P07550; beta-arrestin recruitment to beta2AR, cell-based reporter; Potency, µM (highest dose often 46.1 µM), for inactives: top-dose activation, usual class: activators; hit rate 0.02% among 330,000; AID 492947;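 also: potency is read from the fitted curve at half-maximal effect; 0% = DMSO controls and full agonism = EC100 isoproterenol or metaproterenol; nearly all actives have a fitted effect of over 65% in size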
* hit, by the source's call; ? = inconclusive; nt = no result given; [ ] = remark or other dose. Unless noted, calls follow the shape of the dose curve; as a rule, active = well fitted curve in the direction sought with a large enough effect; inconclusive = small, poorly fitted or top-dose-only effect, or another doubt; inactive = no such curve, though single readings can be large; an effect the other way counts as inactive or inconclusive. This is a subset (hit frequency here may not be typical).

cpd	smiles	Coupling enz	KCNH2 3.1 block	USP2a inh	GALK inhibitor	TRPV1 agonist	hERG WT inh
1	Cc1cccc(C(=O)NCC(=O)N2CCC2)c1	nt	-9	-4%	nt	-1	-2
2	CC(C)=CC(=O)Nc1ccc(S(=O)(=O)Nc2ccccn2)cc1	0	-32	0%	5%	2	-1
3	NS(=O)(=O)c1cccc(NC(=O)Cn2cnc3ccccc3c2=O)c1	2	15	-2%	0%	1	-16
4	Cc1ccc(-n2nnnc2CS(=O)(=O)c2ccccc2)c(C)c1	0	nt	1%	-5%	2	-1
5	COc1cc(Cl)c(S(=O)(=O)N2CCN(Cc3ccc4c(c3)OCO4)CC2)cc1Cl	-3	-3	-2%	0%	3	-2
6	O=C(OCC#CCSc1nnc(-c2ccccc2)o1)c1cc2ccccc2o1	1	2	0%	1%	-2	1
7	Cc1ccccc1NC(=O)CC1S/C(=N/c2nccs2)N(C)C1=O (stereo unspecified)	7	9	1%	1%	1	2
8	Cc1ccc(C)c(NC(=S)NCC(c2cccnc2)N2CCOCC2)c1 (stereo unspecified)	-1	-41	7%	0%	-1	11
9	Cc1sc(C(=O)Nc2ccc3ccccc3c2)cc1CC(=O)O	0	-5	0%	1%	2	6
10	CN1CCN(CCC(=O)Nc2ccc(C3CCCC3)cc2)CC1	2	-40	16%	-2%	2	8
11	C=CCNC(=O)c1cccc(Br)c1	3	6	1%	2%	0	-10
12	O=C1CNC(=O)/C(=C/c2ccco2)N1	0	28	5%	0%	0	0

cpd	MLL CXXC-DNA inh	Menin-MLL TR inh	PKM2 activator	Giardia killer	B2AR arrestin
1	nt	nt	nt	-8	-0.1%
2	3%	7%	3%	12	-0.5%
3	8%	nt	5%	-2	4.3%
4	17%	-2%	0%	-17	-0.6%
5	3%	-21%	7%	5	0.3%
6	6%	0%	0%	-19	0.2%
7	5%	3%	3%	18	-0.3%
8	3%	1%	-1%	-13	0.1%
9	?	42%[activator]	4%	11	0.0%
10	3%	-17%	-1%	11	0.0%
11	-1%	0%	-6%	-20	-0.2%
12	-1%	5%	-1%	3	-0.5%

(more compounds)
cpd	smiles	Coupling enz	KCNH2 3.1 block	USP2a inh	GALK inhibitor	TRPV1 agonist	hERG WT inh
13	CCOc1ccc(/C=C/c2[nH]c(=O)[nH]c(=O)c2[N+](=O)[O-])cc1	13	6	1%	-11%	-2	3
14	CC(CCc1ccccc1)NC(=O)c1ccc(NC(=O)c2cccc(Br)c2)cc1 (stereo unspecified)	-2	-12	0%	nt	-1	-6
15	CC1CC(C)(C)N(C(=O)CN2C(=O)c3ccccc3C2=O)c2ccccc21 (stereo unspecified)	-1	23	-9%	0%	23	-1
16	C[C@H](CO)N1C[C@H](C)[C@@H](CN(C)S(=O)(=O)c2ccccc2)Oc2ccc(NS(=O)(=O)c3ccc(F)cc3)cc2C1=O	nt	19	0%	nt	nt	-1
17	O=C(COc1ccc(S(=O)(=O)N2CCCC2)cc1Cl)Nc1ccc2c(c1)OCO2	0	-12	-5%	-2%	3	4
18	N=c1ccn(Cc2ccc(Cl)cc2Cl)cc1	1	4	2%	1%	2	-7
19	O=C(CSc1nnc(-c2ccccc2)c(-c2ccccc2)n1)N1CCc2ccccc21	-3	-1	0%	1%	-3	-3
20	O=C(CC1CCCCC1)N1CCC(c2nc(-c3ccc(S(=O)(=O)N4CCCC4)cc3)no2)CC1	1	4	2%	1%	0	-10
21	Cc1nc(-c2ccc(S(=O)(=O)NCc3cccnc3)s2)cs1	0	13	-1%	nt	3	-1
22	COc1ccc(C)c(-n2c(=O)n(Cc3ccccc3)c(=O)c3[nH]cnc32)c1	1	-31	6%	-3%	1	0
23	O=C(N/N=C/C=C/c1ccco1)c1cnccn1	-10	3	3%	nt	13	-4
24	Cc1ccc(-c2cc(C(=O)Nc3sc4c(c3C(=O)NCc3ccco3)CCC4)[nH]n2)c(O)c1	-1	-16	3%	nt	-8	-8

cpd	MLL CXXC-DNA inh	Menin-MLL TR inh	PKM2 activator	Giardia killer	B2AR arrestin
13	?	73%[activator]	0%	-2	0.5%
14	-2%	-17%	12%	14	5.5%
15	-2%	2%	-6%	2	0.4%
16	nt	nt	nt	-10	-3.7%
17	24%	8%	9%	5	-0.8%
18	-2%	-19%	-13%	-16	-1.6%
19	5%	-1%	-8%	2	0.2%
20	6%	2%	1%	5	-1.4%
21	7%	nt	23%	10	-0.7%
22	-5%	nt	2%	5	-0.6%
23	-1%	nt	9%	18	-0.3%
24	25%	-4%	-4%	-22	-1.6%

Sorted by heavy-atom count (descending): some entries from above
cpd	smiles	Coupling enz	KCNH2 3.1 block	USP2a inh	GALK inhibitor	TRPV1 agonist	hERG WT inh
5	COc1cc(Cl)c(S(=O)(=O)N2CCN(Cc3ccc4c(c3)OCO4)CC2)cc1Cl	-3	-3	-2%	0%	3	-2
22	COc1ccc(C)c(-n2c(=O)n(Cc3ccccc3)c(=O)c3[nH]cnc32)c1	1	-31	6%	-3%	1	0
8	Cc1ccc(C)c(NC(=S)NCC(c2cccnc2)N2CCOCC2)c1 (stereo unspecified)	-1	-41	7%	0%	-1	11

cpd	MLL CXXC-DNA inh	Menin-MLL TR inh	PKM2 activator	Giardia killer	B2AR arrestin
5	3%	-21%	7%	5	0.3%
22	-5%	nt	2%	5	-0.6%
8	3%	1%	-1%	-13	0.1%

The list goes on.
cpd	smiles	Coupling enz	KCNH2 3.1 block	USP2a inh	GALK inhibitor	TRPV1 agonist	hERG WT inh
25	O=C(c1ccccc1Sc1ccc([N+](=O)[O-])cc1)N1CCCCC1	-10	-4	0%	2%	22	-8
26	CC(c1ccco1)N(C(=O)c1ccccc1NS(=O)(=O)c1cccc([N+](=O)[O-])c1)c1ccccn1 (stereo unspecified)	8	nt	-2%	0%	9	-3
27	CCOC(=O)N1CCC(NC(=O)c2ccc3c(c2)N=C(CC)c2ccccc2S3)CC1	0	-2	1%	1%	9	1
28	C#CCOCCOCCOCCNc1nc(N2CCN(C(=O)[C@H]([C@@H](C)CC)n3cc([C@@H](N)CC(C)C)nn3)CC2)nc(N2CCN(C(=O)[C@H](Cc3cc4ccccc4[nH]3)n3cc([C@@H](N)C(C)CC)nn3)CC2)n1 (stereo partly specified)	2	nt	2%	3%	7	nt
29	CC(C)(Oc1ccc(Cl)cc1)C(=O)NCCCn1ccnc1	1	9	0%	0%	22	11
30	CCCCc1nc(SCC(=O)Nc2nnc(C(C)C)s2)n[nH]1	nt	9	-1%	-4%	-3	-4
31	S=C(NCc1cccnc1)Nc1ccc(Cl)cc1	0	-3	-1%	-3%	18	-6
32	C=C(C)CNC(=S)Nc1sc2c(c1C(=O)OCC)CC(C)(C)OC2	0	-27	3%	1%	0	4
33	CC1CC(C)CN(CC(=O)c2cccs2)C1 (stereo unspecified)	1	13	0%	0%	3	-31
34	Cc1cc(NO)nc(-c2ccc(Br)cc2)n1	0	16	0%	2%	-1	25
35	O=C(O)c1ccc(NS(=O)(=O)c2cccc(S(=O)(=O)c3ccc(Cl)c(Cl)c3)c2)cc1	0	-6	2%	4%	1	-5
36	COc1cc2cc(C(=O)N3CCN(c4ccccc4OC)CC3)[nH]c2cc1OC	3	28	-2%	-1%	1	0
37	NC(=O)CSc1nc2c(c(=O)n1-c1ccccc1)C1(CCCCC1)Cc1ccccc1-2	-2	-2	4%	0%	5	10
38	COC(=O)c1c(NC(=O)CSc2nc3ccccc3c(=O)n2-c2ccccc2)sc(C)c1C	1	23	0%	3%	1	2
39	C=CC(c1ccccc1)C(C(=O)c1ccccc1)N(C)C (stereo unspecified)	5	11	2%	-2%	4	1

cpd	MLL CXXC-DNA inh	Menin-MLL TR inh	PKM2 activator	Giardia killer	B2AR arrestin
25	10%	-11%	-1%	-19	-0.8%
26	-5%	-2%	11%	-14	-0.7%
27	-1%	?	nt	0	0.1%
28	20%	nt	-1%	nt	-0.3%
29	-9%	-14%	1%	-5	0.5%
30	4%	nt	-12%	20	-0.7%
31	-2%	26%	1%	-1	-0.2%
32	4%	34%[activator]	2%	14	-1.0%
33	25%	8%	-1%	8	-0.2%
34	-10%	18%	-3%	-4	0.0%
35	-13%	24%	4%	-1	0.5%
36	5%	-26%	nt	-6	-0.1%
37	14%	25%	-13%	1	0.5%
38	3%	-1%	-5%	-8	-0.4%
39	-6%	-1%	-5%	14	-0.1%
